Apaf-1 inh: blocks human Apaf-1 apoptosome activity; O14727; reconstituted apoptosome caspase-3 activity, DEVD-Rh110 fluorescence; inhibition, % at 20 µM; 330,000 compounds, 0.71% hits; active = inhibition of at least 40% at 20 µM;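 note: plate controls were DMSO wells for no effect and DEVD-CHO caspase inhibitor wells for full effect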
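System – cell-free apoptosome with Apaf-1, procaspase-3 and caspase-9 · Buffer or medium – pH 7.5 Hepes buffer with CHAPS, BSA, DTT · Also added – cytochrome c with DEVD-Rh110 · Times – 30 min compound preincubation, 50 min activation, room temperature · Technique – Rh110 fluorescence intensity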
SENP8 block-1: blocks the human protease SENP8; Q96LD8; purified SENP8, Z-RLRGG-aminoluciferin cleavage, luminescence; inhibition, % at 10 µM; 330,000 compounds, 1.2% hits; AID 2540; in the data active = inhibition above about 50%
SENP8 block-2: blocks human SENP8 cleavage of Nedd8 substrate; Q96LD8; recombinant SENP8, Nedd8 substrate fluorescence; inhibition, % at 20 µM; 360,000 compounds, 0.64% hits; AID 602440; in the data active = inhibition mostly above about 40%, no sharp cut-off; inactive = mostly below about 27%
SENP1 FRET inh: SENP1 (human) catalytic domain inhibition | 360,000 compounds, 0.21% hits | inhibition, % at 10 µM | recombinant SENP1 catalytic domain, CyPet-SUMO1-YPet FRET cleavage;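 active = inhibition at least 30% at 10 µM, raw YFP signal under a set limit, fluorescence ratio 0.5 to 1.5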;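 note: 0% = enzyme with DMSO and 100% = no enzyme wells; some results filed as inactive read as strong as hits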
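material = recombinant human SENP1 catalytic domain, His6-tagged | quantity = 20 pM enzyme | reagent = 25 nM SUMO1 FRET substrate | compound dosing = 10 µM single point, 0.5% DMSO | timing = 50 min enzyme reaction, room temperature, light-protected | detection = FRET, CFP and YFP emission | control set = no-enzyme low, enzyme-DMSO high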
UBC13 inh: blocks human UBC13 polyubiquitin chain formation. 330,000 compounds, 0.47% hits. AID 485273. TR-FRET. inhibition, % at 20 µM. P61088; in the data active = inhibition above about 45%, passing the limit was not always enough
Target sequence (P61088 whole entry, looked up): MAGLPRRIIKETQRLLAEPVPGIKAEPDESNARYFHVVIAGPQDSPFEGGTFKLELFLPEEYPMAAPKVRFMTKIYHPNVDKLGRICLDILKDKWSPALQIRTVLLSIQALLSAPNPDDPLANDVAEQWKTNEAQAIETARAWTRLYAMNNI
SENP7 block: blocks the human protease SENP7; Q9BQF6; recombinant SENP7, Z-RLRGG-aminoluciferin luminescence, 40 min; inhibition, % at 5 µM; 330,000 compounds, 1.5% hits;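 active = inhibition above about 50% at the single test dose, limit read from the data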;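 note: plate controls were DMSO with enzyme for no effect and no enzyme buffer wells for full effect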
SENP6 block: inhibitors of human SENP6 protease | 330,000 compounds, 1.8% hits | AID 2599 | Q9GZR1 | inhibition, % at 10 µM | Recombinant SENP6 catalytic domain, aminoluciferin luminescence;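 active = inhibition above about 50% at the single tested dose, limit read from the data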;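 note: plate controls were DMSO wells with enzyme for no effect and DMSO wells lacking enzyme for full effect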
Target sequence (Q9GZR1 628-1112 limits assumed): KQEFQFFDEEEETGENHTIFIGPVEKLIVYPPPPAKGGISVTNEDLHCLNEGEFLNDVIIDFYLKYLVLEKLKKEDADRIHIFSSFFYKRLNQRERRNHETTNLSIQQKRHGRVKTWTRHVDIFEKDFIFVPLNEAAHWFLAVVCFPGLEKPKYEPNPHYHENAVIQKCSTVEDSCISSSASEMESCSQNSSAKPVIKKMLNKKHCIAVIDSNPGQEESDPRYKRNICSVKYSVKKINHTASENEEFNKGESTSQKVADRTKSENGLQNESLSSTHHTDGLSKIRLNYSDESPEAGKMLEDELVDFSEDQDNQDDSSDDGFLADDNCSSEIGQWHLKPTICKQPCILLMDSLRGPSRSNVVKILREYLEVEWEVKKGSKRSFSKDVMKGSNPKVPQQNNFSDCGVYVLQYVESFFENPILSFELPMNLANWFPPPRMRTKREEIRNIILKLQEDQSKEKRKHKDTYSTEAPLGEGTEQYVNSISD
A3G deaminase: APOBEC3G (human) deaminase inhibition; 330,000 compounds, 0.28% hits; Q9HC16; inhibition, % at 20 µM; recombinant A3G, ssDNA deamination FAM/TAMRA fluorescence;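 active = inhibition of at least 40% at 20 µM, with no more than 30% in the related APOBEC3A deaminase screen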;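 note: plate controls were DMSO wells with A3G for no effect and wells lacking A3G enzyme for full effect; some compounds called inactive have numbers as strong as hits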
Target sequence (Q9HC16 whole entry, looked up): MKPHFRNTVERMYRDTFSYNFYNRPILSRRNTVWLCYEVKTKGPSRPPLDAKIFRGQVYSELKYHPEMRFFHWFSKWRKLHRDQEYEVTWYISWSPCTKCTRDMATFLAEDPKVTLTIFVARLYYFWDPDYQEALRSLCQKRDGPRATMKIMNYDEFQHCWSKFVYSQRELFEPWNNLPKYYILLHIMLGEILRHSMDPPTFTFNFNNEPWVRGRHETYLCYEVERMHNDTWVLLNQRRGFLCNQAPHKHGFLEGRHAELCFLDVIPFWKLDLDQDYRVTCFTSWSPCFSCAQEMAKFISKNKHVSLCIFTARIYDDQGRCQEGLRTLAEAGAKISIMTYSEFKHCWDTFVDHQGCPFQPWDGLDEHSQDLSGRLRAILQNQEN
Starred values were filed as active, the others as inactive; i = inactive; / = not tested or not shown. Random draw from the library, and some 3.6% of all compounds hit somewhere here.

Results follow in this order: Apaf-1 inh	SENP8 block-1	SENP8 block-2	SENP1 FRET inh	UBC13 inh	SENP7 block	SENP6 block	A3G deaminase
1. CCOc1cc(C2C(C(=O)OC(C)C)=C(C)N=C3SCCC(=O)N32)ccc1OC(C)=O (stereo not drawn)
    4	5	14	2	-5	10	-1	1
2. O=C(COc1ccc(S(=O)(=O)N2CCOCC2)cc1)NCC1CCCO1 (stereo not drawn)
    -9	-3	6	-3	4	-4	-9	-8
3. NNC(=O)c1sccc1OCc1ccc(F)cc1
    2	-7	8	-2	9	3	8	-2
4. COCCn1c(CN2CCc3ccccc3C2)nc2c1c(=O)n(C)c(=O)n2C
    17	31	31	-1	-5	4	8	-4
5. CCCC(C(=O)NCc1ccco1)N(C(=O)CNS(=O)(=O)c1ccccc1)c1ccc(OC)cc1 (stereo not drawn)
    -6	-11	3	3	-7	-4	-6	-9
6. Cc1ccccc1Nc1cc2ccccc2c(=O)[nH]1
    96*	97*	1	-17	-53	95*	91*	-10
7. COc1ccc(NCc2cc3ccccc3[nH]c2=O)cc1
    15	3	-346	-4	-36	-2	24	-2
8. COc1cc2[nH]c(=O)n(CCCCCC(=O)NC3CCCC3)c(=O)c2cc1OC
    6	1	-85	0	3	3	-23	-3
9. Cc1ccc(C(=O)N/C(=C\c2cccc([N+](=O)[O-])c2)C(=O)Nc2cccc(C(=O)O)c2)cc1
    0	-4	7	2	3	-3	8	0
10. O=C(O)CSc1ncnc2sc3c(c12)CCCC3
    -9	1	-7	0	2	2	-11	-3
11. Cc1nc2c(=O)n(-c3ccc(F)cc3F)nc(C)c2s1
    -21	-2	-6	3	-12	0	2	-2
12. O=C(O)C1CC(=O)N(Cc2ccc(F)cc2)C1 (stereo not drawn)
    -3	-5	17	2	-10	1	-10	-1
13. CCC(C(=O)OC)n1c(-c2ccccc2)nc2ccccc2c1=O (stereo not drawn)
    2	1	14	-1	5	-3	1	-3
14. COc1ccccc1C(C)Nc1ccc(S(=O)(=O)N2CCN(C)CC2)cc1[N+](=O)[O-] (stereo not drawn)
    10	6	39*	2	4	-1	16	-2
15. CCOc1ccc(S(=O)(=O)N(CC(=O)NN=C2CCN(C)CC2)c2ccc(C)cc2)cc1
    7	-19	5	2	0	-8	-24	-3
16. CCC(C)N(C)C(=O)c1cc2ccccc2c(-c2ccccc2Cl)n1 (stereo not drawn)
    11	3	10	1	-7	10	1	-3
17. CSc1ccccc1C(=O)Nc1ccccc1C
    1	-9	11	0	-1	13	-12	-5
18. O=C(c1ccc(S(=O)(=O)N2CCOCC2)cc1)N1CCN=C1SCc1cccnc1
    3	-6	20	0	-7	1	-10	-3
19. COc1ccc(NC(=O)C2CCCN2c2nn3c(=O)cc(C)nc3s2)cc1 (stereo not drawn)
    6	3	11	1	-5	0	-6	-1
20. C/C(=N\NC(=O)COc1ccc([N+](=O)[O-])cc1)C(C)(C)C
    -15	-6	6	0	2	0	3	-4
21. Cc1ccc(OCc2cc(C(=O)N3CCN(C4CCCCC4)CC3)no2)cc1C
    9	4	-6	-13	16	12	4	-2
22. Cc1ccc(C(=O)O)cc1NC(=O)Nc1cccc2ccccc12
    2	-2	-59	1	-4	14	-15	-2
23. CC(=O)C1=C(C)NC(=O)NC1c1cccs1 (stereo not drawn)
    -1	-1	1	0	-2	4	-27	-12
24. CC1CCCCN1C(=O)Cn1cc(C=O)c2ccccc21 (stereo not drawn)
    -5	2	2	4	-6	5	-17	-4
25. CC1(C)C2CC=C(/C=N/NC(=S)NCCc3ccccc3)C1C2 (stereo not drawn)
    38	20	2	1	2	4	14	-9
26. CCOC(=O)N1CCN(C(=O)C2CCN(S(=O)(=O)N3CCC4(CC3)OCCO4)CC2)CC1
    -2	-12	3	1	-1	9	-27	-8
27. Cc1ccc(C2CC(c3cccc(NS(C)(=O)=O)c3)=NN2S(C)(=O)=O)cc1 (stereo not drawn)
    -15	1	-2	-3	6	2	-4	-5
28. COc1ccccc1CCC(=O)OCC(=O)N1c2ccccc2NC(=O)C1(C)C
    8	-4	4	4	5	-8	-10	-4
29. CC1CCN(C(=O)CCC(=O)Nc2nnc(C3CCCCC3)s2)CC1
    19	-14	10	1	-1	-9	-5	-4
30. NC(=O)C1CCN(C(=S)c2cccs2)CC1
    8	4	11	-2	-8	9	-1	1
31. CCOC(=O)C1CCCn2c1nc1sc3c(c1c2=O)CCCC3 (stereo not drawn)
    0	0	-14	-24	-3	-3	-9	0
32. O=c1c(F)cn(C2CCCO2)c(=O)n1Cc1ccccc1F (stereo not drawn)
    -18	1	14	0	-4	4	-18	-4
33. CCOc1ccc(OCC)c(NC(=O)CSc2nnc(C3CC3)n2CC)c1
    -1	4	9	1	12	0	-20	-8
34. NC(=O)C1CCN(CC(=O)Nc2cc(S(=O)(=O)N3CCOCC3)ccc2N2CCCC2)CC1
    4	-11	5	-5	-13	-5	-22	-6
35. COc1cccc(NC(=O)CN(C)C(=O)CSc2ccc3c(c2)OCCO3)c1
    4	-12	10	3	-4	-4	-20	-4
36. COc1ccccc1N(CC(=O)NC1CCCCC1)S(C)(=O)=O
    -2	-5	11	1	-1	1	13	-1
37. CCOC(=O)CNC(=S)N(Cc1ccccc1)Cc1cccnc1
    -3	-17	14	1	-16	-2	43	-1
38. CSc1ccc(CN(C)C(=O)CNC(=O)c2sc3ccccc3c2Cl)cc1
    18	-7	-2	2	3	-6	-9	-6
39. Cc1cc(C)n(-c2nc3ccccc3[nH]c2=O)n1
    0	-6	-361	0	-1	13	-15	-5
40. CC(C)C(CC(=O)NCc1ccco1)c1ccco1 (stereo not drawn)
    17	-5	-9	-10	-16	-1	-19	-1
41. O=C(NC(CCl)c1ccccc1)c1ccc(Cl)cc1 (stereo not drawn)
    1	-9	17	1	0	-6	11	10
42. Cc1c(C(=O)NCCCn2ccnc2)oc2ccccc12
    9	5	-38	-2	0	2	8	20
43. Cc1c(C(=O)Nc2ccccc2-c2ccccc2)cccc1[N+](=O)[O-]
    -5	-1	14	-1	12	0	6	-3
44. CCOc1ccc(C(=O)NC(Cc2ccccc2)C(=O)OC)cc1 (stereo not drawn)
    1	3	15	0	-8	1	-3	1
45. Cc1ccsc1/C=N/Nc1cccc(C(=O)O)c1
    -6	97*	-40	-13	4	100*	98*	-7
46. Cc1ccc(NC(=O)Cn2cc(C=O)c3ccccc32)cc1
    -7	-6	5	-2	-1	6	14	8
47. CCN1C(=O)[C@H]2[C@@H](c3ccc(-c4ccc(OC)cc4)c(OC)c3)N[C@@](Cc3ccccc3)(C(=O)OC)[C@H]2C1=O
    16	-2	-330	-2	2	-6	-14	-4
48. CC(C)=CCC/C(C)=C/CNC(=O)C[C@H]1C[C@H](C(=O)N(C(C)C)C(C)C)[C@@]2(C)c3[nH]c4ccc(Cl)cc4c3CCN2C1=O
    31	/	-3	0	/	4	/	2
49. Nc1nc(N)c2sc3nc4c(cc3c2n1)CCC4
    -6	-10	-453	-6	6	8	-1	0
50. CC(C)COc1nc2ccccc2c(=O)n1OCC(=O)O
    2	-10	12	-1	2	-4	1	-4

Arranged by molecular weight (ascending): some entries from above
Results follow in this order: Apaf-1 inh	SENP8 block-1	SENP8 block-2	SENP1 FRET inh	UBC13 inh	SENP7 block	SENP6 block	A3G deaminase
46. Cc1ccc(NC(=O)Cn2cc(C=O)c3ccccc32)cc1
    -7	-6	5	-2	-1	6	14	8
41. O=C(NC(CCl)c1ccccc1)c1ccc(Cl)cc1 (stereo not drawn)
    1	-9	17	1	0	-6	11	10
44. CCOc1ccc(C(=O)NC(Cc2ccccc2)C(=O)OC)cc1 (stereo not drawn)
    1	3	15	0	-8	1	-3	1
47. CCN1C(=O)[C@H]2[C@@H](c3ccc(-c4ccc(OC)cc4)c(OC)c3)N[C@@](Cc3ccccc3)(C(=O)OC)[C@H]2C1=O
    16	-2	-330	-2	2	-6	-14	-4

The list continues.
Results follow in this order: Apaf-1 inh	SENP8 block-1	SENP8 block-2	SENP1 FRET inh	UBC13 inh	SENP7 block	SENP6 block	A3G deaminase
51. Cc1ccc(C)c(OCc2cc(C(=O)N3CC[C@H](O)C3)no2)c1
    6	-7	0	2	5	2	26	-4
52. Cc1ccc2c(c1)c(Sc1ccccc1)c(CC(=O)O)n2C
    -4	0	10	-1	1	4	-7	-2
53. Cc1ccccc1-n1cc(C(=O)c2cc(Cl)ccc2O)cc(C#N)c1=O
    14	-8	20	43*	-8	-4	-19	-5
54. Cc1cccc(CN2C3=NCCCN3c3ccccc32)c1
    1	6	10	3	3	1	16	-4
55. O=[N+]([O-])c1ccc(-n2nnnc2-c2ccccc2)cc1
    -2	-5	19	1	-29	-4	-1	-1
56. CCOc1ccc(NC(=S)N(CCc2ccncc2)C(C)C)cc1
    -7	-4	22	2	2	-1	-8	-1
57. CO/N=C/C(C#N)c1ncc(C(F)(F)F)cc1Cl (stereo not drawn)
    -6	-24	9	-2	9	2	0	-4
58. C/C=C(/C(=C/C)c1ccc(O)cc1)c1ccc(O)cc1
    5	-5	-2	2	-2	10	-10	-1
59. Cc1ccc(N(CC(O)CN2CCOCC2)S(=O)(=O)c2ccc3ccccc3c2)cc1 (stereo not drawn)
    8	-1	17	1	-2	5	8	0
60. Cc1ccc(OCc2nnc(NC(=O)c3ccco3)s2)c(C)c1
    -23	-7	-39	-1	-5	2	-12	-1
61. CCOc1ccc(NC(=O)Nc2cccs2)cc1
    7	67*	27	1	-4	73*	27	0
62. O=C(NCCCNC(=O)c1ccccn1)c1ccccn1
    -2	-8	30	1	0	-3	-18	4
63. CC(C)NC(NC(=O)/C=C/c1ccccc1)C(Cl)(Cl)Cl (stereo not drawn)
    -6	5	8	2	-1	6	-5	-4
64. CCOc1ccccc1NC(=O)CSc1nnnn1-c1ccccc1
    5	4	22	2	6	13	-15	0
65. COc1ccc(NCC(=O)N/N=C2\CCc3ccccc32)cc1
    -16	-1	40*	-3	10	9	15	-16
66. COc1ccc(OC)c(NC(=O)C2CCCNC2=O)c1 (stereo not drawn)
    -3	4	6	1	2	9	-14	6
67. O=C(CCC(=O)c1cccs1)Nc1ccccc1F
    -10	-7	6	1	6	1	-11	1
68. COc1ccc(OCC(O)CNC(=O)c2ccc(Br)cc2)cc1 (stereo not drawn)
    -3	0	14	0	9	2	-8	-7
69. Cn1ccnc1SCC(=O)Nc1ccc2c(c1)OC(F)(F)O2
    -2	-5	/	/	16	7	-2	-10
70. Fc1ccccc1N1CC(c2ccccc2)C(c2cccs2)=N1 (stereo not drawn)
    -15	-14	-253	-22	14	-18	-15	-5
71. CC(=O)OCC[C@H](NS(=O)(=O)OCC(Cl)(Cl)Cl)c1ccccc1
    3	5	7	4	-6	-8	-5	4
72. Cc1cc(NC(=O)CSc2nnc3ccc(-c4ccc(F)cc4)nn23)no1
    1	4	i	-6	11	-2	-1	-6
73. COc1ccccc1N1CCN(/N=C\c2ccccc2)CC1
    0	-6	10	1	-6	8	-6	0
74. CC1=CC(c2ccccc2)n2nc(N3C(=O)C4CC=CCC4C3=O)nc2N1 (stereo not drawn)
    -6	5	i	-66	14	-1	-3	-1
75. O=C(CSCc1cnn(-c2ccccc2)c1-n1cccc1)NCc1cccs1
    11	8	29	0	5	-1	-4	-8
76. COc1ccc2[nH]c3c(c2c1)CCN1C(=O)N([C@@H](C)C(=O)NCC2CCCO2)C(=O)[C@]31C (stereo partly drawn)
    12	-11	-15	-11	-11	-13	-21	-5
77. Cc1ccc[n+](C(C)C(=O)c2ccc(-c3ccccc3)cc2)c1 (stereo not drawn)
    1	-17	-4	-2	-9	-3	-23	-7
78. CC(OC(=O)/C(C#N)=C/c1ccc(N(C)C)cc1)C(=O)NCc1ccco1 (stereo not drawn)
    -2	14	-28	-22	-24	-3	-10	-3
79. COc1ccc(C(C)C)cc1S(=O)(=O)NC1CCCC1
    17	-26	2	1	-4	0	-8	-6
80. COc1ccc(-c2noc(CCCC(=O)NCc3ccco3)n2)cc1OC
    -1	6	19	0	5	4	-2	-2
